# Pol iota inh: inhibitors of human DNA polymerase iota. Q9UNA4. Pol iota fluorescent replication assay, 10 min. Potency, µM (series often up to 115 µM), without a hit: at the top dose activity, negative = inhibition, hits mostly inhibitors. hit rate 1% among 390,000
#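 Pol iota at 10 nM preincubated 15 min with compounds at room temperature; reaction started with fluorescent substrate, 50 nM final. Fluorescence read kinetically at 0 and 10 min; buffer-only wells as negative control.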
# HP1b binding inh: blocks HP1-beta chromodomain binding to methylated histone tails | Potency, µM (highest dose often 114 µM), for inactives: at the top dose activity change, negative = inhibition, most hits filed as inhibitors | P83916 | hit rate 0.56% among 390,000 | AlphaScreen HP1-beta / biotin-H3K9me3 peptide binding; also: nearly all actives have a fitted effect of over 70% in size; inactives centre near 23
# Target sequence (P83916 whole entry, looked up): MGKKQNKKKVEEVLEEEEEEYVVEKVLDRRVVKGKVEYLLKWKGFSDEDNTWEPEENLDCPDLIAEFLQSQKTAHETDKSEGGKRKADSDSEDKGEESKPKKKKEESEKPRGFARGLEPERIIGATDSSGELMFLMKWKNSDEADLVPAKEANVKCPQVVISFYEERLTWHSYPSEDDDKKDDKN
#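 HP1-beta protein (50 nM final) preincubated 30 min at room temperature with biotinylated H3(1-18)K9me3 peptide (50 nM) in PBS pH 7.4, 0.01% Tween-20, then compound added for 30 min. AlphaScreen streptavidin donor/nickel chelate acceptor beads (10 ug/mL final), 30 min dark, luminescence read.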
# JMJD2A Tudor inh: JMJD2A Tudor domain (human) inhibition; Potency, µM (titrated, usually from 114 µM), without a hit: at the highest dose activity change, negative = inhibition, actives largely listed as inhibitors; AlphaScreen JMJD2A-Tudor / H3K4me3 peptide binding; hit rate 4.4% among 390,000; O75164; also: % is scaled to controls: 0 for no effect and ±100 for the full control effect; nearly all actives have a fitted effect of over 50% in size
# Pin1 inhibitor: human Pin1 inhibition; hit rate 0.009% among 390,000; AID 504891; Pin1 FP peptide displacement, HiFluor488, 10 min; Potency, µM (series often up to 115 µM), for the others: at the highest dose activity, negative = inhibition, usual class: inhibitors; Q13526; active = well fitted inhibition curve with a large enough effect in the polarisation, with a control signal flat, not every such curve was filed as active; inconclusive = small, poorly fitted or top-dose-only effect, or effect the other way, or a change in a side signal; inactive = no such curve, though single readings can be large or run the other way; the % refers to the polarisation; also: % is scaled to controls: 0 for no effect and ±100 for the full control effect
# Target sequence (Q13526 whole entry, looked up): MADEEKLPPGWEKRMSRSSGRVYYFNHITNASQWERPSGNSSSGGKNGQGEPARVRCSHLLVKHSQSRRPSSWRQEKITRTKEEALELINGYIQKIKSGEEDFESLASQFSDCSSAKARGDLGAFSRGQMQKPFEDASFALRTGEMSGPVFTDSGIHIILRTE
# BLM helicase inh: inhibitors of human Bloom syndrome helicase BLM; P54132; recombinant BLM DNA unwinding, fluorescence dequenching; Potency, µM (top dose mostly 56.1 µM), without a hit: at the highest dose activity change, negative = inhibition, most hits filed as inhibitors; hit rate 0.2% among 350,000; AID 2528;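 also: plate controls were vehicle for no effect and no enzyme for full effect; nearly all actives have a fitted effect of over 35% in size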
# G9a block: blocks human histone lysine methyltransferase G9a; Q96KQ7; G9a H3K9 monomethylation, AlphaScreen, 2 h; Potency, µM (top dose mostly 102 µM), without a hit: at the highest dose activity, negative = inhibition, hits mostly inhibitors; hit rate 8.8% among 350,000; AID 504332; also: % is scaled to controls: 0 for no effect and ±100 for the full control effect; nearly all actives have a fitted effect of over 75% in size
# Target sequence (Q96KQ7 913-1193 limits assumed): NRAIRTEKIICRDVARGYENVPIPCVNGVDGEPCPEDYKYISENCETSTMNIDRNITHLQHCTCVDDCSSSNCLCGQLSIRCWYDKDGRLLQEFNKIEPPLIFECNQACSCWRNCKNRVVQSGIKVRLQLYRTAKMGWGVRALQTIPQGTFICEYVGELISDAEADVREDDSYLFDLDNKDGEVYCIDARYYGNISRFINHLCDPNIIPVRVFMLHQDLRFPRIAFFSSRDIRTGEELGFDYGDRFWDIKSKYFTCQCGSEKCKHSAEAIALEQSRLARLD
#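 Quantitative HTS format: methyltransferase activity on a biotin-tagged H3K9 peptide is measured by AlphaScreen, using a rabbit anti-monomethyl-H3K9 antibody with streptavidin donor and anti-IgG acceptor beads. Final levels are 20 nM enzyme, 500 nM peptide, 20 uM SAM; 2 h RT.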
# PGK inhibitor: inhibitors of T. brucei phosphoglycerate kinase; PGK/GAPDH coupled, Kinase-Glo luminescence, 60 min; P07378; Potency, µM (top dose mostly 57.5 µM), for the others: at the highest dose activity change, negative = inhibition, actives largely listed as inhibitors; hit rate 0.043% among 380,000; also: % is scaled to controls: 0 for no effect and ±100 for the full control effect; nearly all actives have a fitted effect of over 60% in size
#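 Luminescent ATP detection (Kinase-Glo Plus) follows a 60-minute room-temperature incubation, with wells lacking PGK as controls. Buffer: 100 mM TEA (pH 7.6), 5 mM MgCl2, 0.01% Tween-20. Coupling enzyme GAPDH (100 nM final) supplies unstable 1,3-BPG in-well.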
# BAZ2B block: blocks human BAZ2B. hit rate 4.4% among 360,000. Potency, µM (series often up to 114 µM), for the others: at the top dose activity change, negative = inhibition, hits mostly inhibitors. AID 504333. AlphaScreen BAZ2B-H3K14Ac peptide displacement; also: % is scaled to controls: 0 for no effect and ±100 for the full control effect; nearly all actives have a fitted effect of over 60% in size
#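 In this displacement format the biotinylated H3(5-23) peptide acetylated at Lys14 serves as ligand at 50 nM, with BAZ2B at 50 nM in PBS pH 7.4 containing 0.01% Tween-20. Donor and acceptor beads are 10 ug/mL final.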
# GLS inh: glutaminase GLS (human) inhibition; GLS enzymatic activity, qHTS titration; hit rate 0.21% among 410,000; O94925; Potency, µM (titrated, usually from 45.5 µM), without a hit: at the highest dose activity change, negative = inhibition, actives largely listed as inhibitors; also: % is scaled to controls: 0 for no effect and ±100 for the full control effect
#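 hKGA; 45 mM KH2PO4 pH 8.2 + 0.02% Tween-20; cpd via pin tool; 1 mM Gln soln; GluOx/HRP/Amplex Red; RT 30 min; fluor. t0 & final.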
# The depositor's hits bear a star; i = inactive; ? = inconclusive; / = no result given; & = joins results of further samples; [ ] = dose if it differs, or a comment. Unless noted, calls follow the shape of the dose curve; as a rule, active = well fitted curve in the direction sought with a large enough effect; inconclusive = small, poorly fitted or top-dose-only effect, or another doubt; inactive = no such curve, though single readings can be large; an effect the other way counts as inactive or inconclusive. Potency is read from the fitted curve at half-maximal effect. A portion of the library; rates above refer to the full screens.
item	Pol iota inh	HP1b binding inh	JMJD2A Tudor inh	Pin1 inhibitor	BLM helicase inh	G9a block	PGK inhibitor	BAZ2B block	GLS inh	SMILES
1	?	7%	7%	1%	0%	-18%	-8%	-16%	-8%	COCCn1nnnc1C(C(C)C)N1CCCC(C)C1 (configuration not stated)
2	-10%	18%	2%	0%	-1%	-16%	-9%	-4%	16%	CC1=C(C(=O)Nc2cccnc2)C(c2ccc3c(c2)OCO3)C2=C(CCCC2=O)N1 (configuration not stated)
3	81%[activator]	27%	-16%	-1%	/	-2%	-9%	-5%	5%	Cc1ccc(S(=O)(=O)N(Cc2c(F)cccc2Cl)C(=O)N2CCN(C)CC2)cc1
4	?	26%	-5%	-3%	0%	-5%[59 µM]	-13%	-15%	-14%	N#C/C(=C\c1ccco1)C(=O)NCC1CCCO1 (configuration not stated)
5	-5%	17%	-6%	1%	6%	9%	-4%	-5%	3%	O=C(Cc1ccccc1[N+](=O)[O-])N1CCN(c2ccccc2F)CC1
6	78%[activator]	53%[activator]	-5%[11.4 µM]	4%	-2%	2%	7%	-15%	10%	COCCn1c(SCC(=O)NNC(=O)Cc2ccccc2)nc2ccccc2c1=O
7	79%[activator]	46%[activator]	-4%	-1%	-15%	/	-8%	17%	-2%	Fc1cccc(CNCC2CCCO2)c1 (configuration not stated)
8	73%[activator]	52%[activator]	5%	1%	-7%	/	i	-21%	-3%	Cc1ccnn1CCC(=O)N1CCCC(CCC(=O)NCc2ccccc2F)C1 (configuration not stated)
9	-2%	26%	-25%	?	-5%	/	-1%	-12%	-7%	O=C(CC1C(=O)NCCN1Cc1ccccc1C(F)(F)F)NCCc1ccccn1 (configuration not stated)
10	31%	17%	?	4%	-12%	-34%	3%	?	0%	OC(COc1cccc2ccccc12)CN1CCN(c2cccc(Cl)c2)CC1 (configuration not stated)

# Arranged by the number under JMJD2A Tudor inh (largest number first): three of the compounds above
item	Pol iota inh	HP1b binding inh	JMJD2A Tudor inh	Pin1 inhibitor	BLM helicase inh	G9a block	PGK inhibitor	BAZ2B block	GLS inh	SMILES
8	73%[activator]	52%[activator]	5%	1%	-7%	/	i	-21%	-3%	Cc1ccnn1CCC(=O)N1CCCC(CCC(=O)NCc2ccccc2F)C1 (configuration not stated)
5	-5%	17%	-6%	1%	6%	9%	-4%	-5%	3%	O=C(Cc1ccccc1[N+](=O)[O-])N1CCN(c2ccccc2F)CC1
3	81%[activator]	27%	-16%	-1%	/	-2%	-9%	-5%	5%	Cc1ccc(S(=O)(=O)N(Cc2c(F)cccc2Cl)C(=O)N2CCN(C)CC2)cc1

# Next section
item	Pol iota inh	HP1b binding inh	JMJD2A Tudor inh	Pin1 inhibitor	BLM helicase inh	G9a block	PGK inhibitor	BAZ2B block	GLS inh	SMILES
11	8%	31%	-6%	3%	1%	37%[59 µM]	5%	-3%	2%	O=C(Nc1ccccc1)/C(=C/c1cccnc1)NC(=O)c1ccco1
12	28%&19%	36%&36%	0%&-9%	-5%&-2%	1%&4%	-45%	-3%&-5%	1%[57.1 µM]	1%&19%	COc1ccc(C)cc1NS(=O)(=O)c1ccc2c(c1)n(C)c(=O)n2C
13	1%	21%	-8%	-7%	2%	2%[59 µM]	i	-2%	-10%	COc1ccc(OCC(=O)NC2CC(=O)N(c3cccc(OC)c3)C2)cc1 (configuration not stated)
14	-7%	15%	-9%	0%	-1%	-3%	-1%	-10%	-3%	O=Cc1ccc(-n2cncn2)cc1
15	4%	27%	-18%	-1%	-3%	5%[59 µM]	i	-2%	8%	COc1cc(CC2COC(=O)C2(O)Cc2ccc(O)c(OC)c2)ccc1O (configuration not stated)
16	34%[activator]	-23%	-34%	6%	-5%	-31%	-1%	-17%	-5%	O=C1CN(C(=O)c2ccccc2F)C(c2ccc(F)cc2)c2cc(Br)ccc2N1 (configuration not stated)
17	5%	18%	-22%	6%	/	-26%[59 µM]	4%	-4%	0%	COc1ccc(CN(C)C(=O)c2ccc(OCC(=O)Nc3cccc(C(F)(F)F)c3)c(OC)c2)c(OC)c1
18	13%	28%	-6%	-3%	-9%	41%[59 µM]	-9%	-1%	-3%	O=C1C[C@H]2[C@H](CO)[C@@H](OC(=O)c3ccc(-c4ccccc4)cc3)C[C@H]2O1
19	-8%	-17%	-8%[11.4 µM]	10%	-2%	-3%[59 µM]	-2%	-2%	-20%	CC1CC(C)CN(C(=O)Cn2c(SCC(=O)N3CCc4ccccc4C3)nc3ccccc32)C1 (configuration not stated)
20	8%	58%[activator]	17%	16%	-8%	54%[activator]	-5%	17%	-35%	CCn1c(=NC(=O)c2ccc(S(=O)(=O)N(C)C)cc2)sc2cccc(OC)c21

# Shown screen by screen: entries from further up.
12. COc1ccc(C)cc1NS(=O)(=O)c1ccc2c(c1)n(C)c(=O)n2C
13. COc1ccc(OCC(=O)NC2CC(=O)N(c3cccc(OC)c3)C2)cc1 (configuration not stated)
14. O=Cc1ccc(-n2cncn2)cc1
15. COc1cc(CC2COC(=O)C2(O)Cc2ccc(O)c(OC)c2)ccc1O (configuration not stated)
16. O=C1CN(C(=O)c2ccccc2F)C(c2ccc(F)cc2)c2cc(Br)ccc2N1 (configuration not stated)

Compound | 12 | 13 | 14 | 15 | 16
Pol iota inh | 28%&19% | 1% | -7% | 4% | 34%[activator]
HP1b binding inh | 36%&36% | 21% | 15% | 27% | -23%
JMJD2A Tudor inh | 0%&-9% | -8% | -9% | -18% | -34%
Pin1 inhibitor | -5%&-2% | -7% | 0% | -1% | 6%
BLM helicase inh | 1%&4% | 2% | -1% | -3% | -5%
G9a block | -45% | 2%[59 µM] | -3% | 5%[59 µM] | -31%
PGK inhibitor | -3%&-5% | i | -1% | i | -1%
BAZ2B block | 1%[57.1 µM] | -2% | -10% | -2% | -17%
GLS inh | 1%&19% | -10% | -3% | 8% | -5%

# Screens: PubChem, National Center for Advancing Translational Sciences (NCATS)
